CXCR6 inh = inhibitors of human CXCR6 receptor. actives 0.36% (n = 360,000). CHO-K1 PathHunter CXCR6 beta-arrestin, luminescence. O00574. inhibition, % at 20 µM; in the data active = inhibition above about 34%, passing the limit was not always enough;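 also: antagonist mode with CXCL16 agonist at 10 nM final; 0% = 10 nM CXCL16 with DMSO and 100% = unstimulated wells without agonist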
APJ antagonist = blocks the human apelin receptor APJ | P35414 | CHO-K1 APJ beta-arrestin complementation, luminescence | inhibition, % at 20 µM | actives 0.32% (n = 330,000);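 active = inhibition above about 40% at 20 µM, limit read from the data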;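 also: cells challenged with 10 nM apelin-13 agonist together with compound; plate controls were apelin-13 plus DMSO wells for no effect and DMSO wells lacking apelin-13 for full effect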
Target sequence (P35414 whole entry, looked up): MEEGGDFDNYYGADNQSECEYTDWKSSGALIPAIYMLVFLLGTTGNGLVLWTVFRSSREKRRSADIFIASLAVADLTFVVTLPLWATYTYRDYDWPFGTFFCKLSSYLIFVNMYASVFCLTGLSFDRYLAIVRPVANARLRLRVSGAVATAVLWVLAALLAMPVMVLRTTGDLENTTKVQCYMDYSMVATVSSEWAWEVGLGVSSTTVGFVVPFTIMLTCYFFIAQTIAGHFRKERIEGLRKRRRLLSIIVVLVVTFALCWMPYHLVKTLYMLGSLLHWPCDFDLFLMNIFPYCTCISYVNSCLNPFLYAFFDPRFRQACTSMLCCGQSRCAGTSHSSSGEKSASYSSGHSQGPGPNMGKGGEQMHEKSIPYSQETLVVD
CCR6 antag = CCR6 (human) receptor antagonism; P51684; inhibition, % at 20 µM; AID 493098; CHO-K1 CCR6 PathHunter beta-arrestin, luminescence, CCL20-stimulated; actives 0.49% (n = 340,000);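 active = compounds whose inhibition of the agonist-driven luminescence signal at 20 µM reaches about 50%, limit read from the data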;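 also: cells stimulated with CCL20 at 14 nM final; plate controls were DMSO with CCL20 for no effect and DMSO without agonist for full effect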
Target sequence (P51684 whole entry, looked up): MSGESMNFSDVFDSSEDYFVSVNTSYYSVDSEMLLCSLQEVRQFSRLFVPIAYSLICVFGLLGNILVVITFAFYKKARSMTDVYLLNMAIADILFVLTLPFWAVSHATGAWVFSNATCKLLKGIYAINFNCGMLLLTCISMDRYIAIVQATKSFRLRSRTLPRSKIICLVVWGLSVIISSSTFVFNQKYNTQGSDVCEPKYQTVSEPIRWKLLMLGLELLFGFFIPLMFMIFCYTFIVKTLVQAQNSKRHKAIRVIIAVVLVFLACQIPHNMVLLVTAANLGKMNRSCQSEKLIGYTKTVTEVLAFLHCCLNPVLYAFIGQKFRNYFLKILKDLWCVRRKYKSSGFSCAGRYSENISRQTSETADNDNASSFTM
EBI2 block = blocks human EBI2 receptor beta-arrestin signaling; EBI2 beta-arrestin recruitment, luminescence, 7a,25-OHC stimulated; inhibition, % at 5 µM; actives 0.81% (n = 360,000); AID 651636; P32249; in the data active = inhibition above about 38%;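 also: enzyme fragment complementation signal reports receptor beta-arrestin coupling in cells; 0% = agonist plus DMSO wells and 100% = wells without agonist; some results beyond the cut were filed as inactive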
UBC13 inh = human UBC13 polyubiquitination inhibition. UBC13 polyubiquitin chain formation, TR-FRET. inhibition, % at 20 µM. actives 0.47% (n = 330,000). P61088; in the data active = inhibition above about 45%, passing the limit was not always enough
Target sequence (P61088 whole entry, looked up): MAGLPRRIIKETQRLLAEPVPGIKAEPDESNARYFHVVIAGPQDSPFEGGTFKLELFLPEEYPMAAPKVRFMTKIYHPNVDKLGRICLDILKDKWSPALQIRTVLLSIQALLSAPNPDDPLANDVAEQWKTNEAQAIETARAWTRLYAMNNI
APJ agonist = agonists of human APJ apelin receptor; CHO-K1 APJ PathHunter beta-arrestin, luminescence; 0% DMSO wells, 100% apelin; activation, % at 20 µM; actives 0.11% (n = 330,000); AID 2520;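 active = activation more than six SD over the plate average, tested at 20 µM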;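 also: 0% = DMSO alone and 100% = apelin-13 at 10 nM; some results filed as inactive read as strong as hits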
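Material: engineered CHO-K1 APJ arrestin reporter cells; amount: 1000 CHO-K1 reporter cells seeded per well; incubation: compound stimulation 90 min at 25 °C, detection 60 min; signal: luminescent beta-gal fragment complementation, chemiluminescent substrate; read-out basis: APJ agonist activity; controls: DMSO-only wells as negative, 10 nM Apelin-13 as positive control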
Gli-Sufu block = blocks Gli-Sufu signaling in a luciferase reporter | AID 588413 | inhibition, % at 5 µM | actives 0.74% (n = 340,000) | Sufu-KO-LIGHT fibroblasts, Gli luciferase reporter luminescence;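 active = inhibition above about 55%, limit read from the data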;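 also: 0% = DMSO-treated cells and 100% = wells with medium but no cells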
ATG4B inhibitor = blocks human ATG4B protease cleavage of LC3 substrate; Q9Y4P1; ATG4B cleavage of LC3-PLA2, NBD-HPC fluorescence, 1 h; inhibition, % at 8.33 µM; actives 0.51% (n = 340,000); in the data active = inhibition above about 40%
Starred values were filed as active, the others as inactive; nt = no result given. This is a random part of the collection, and some 3% of all compounds hit somewhere here.

SMILES	CXCR6 inh	APJ antagonist	CCR6 antag	EBI2 block	UBC13 inh	APJ agonist	Gli-Sufu block	ATG4B inhibitor
COc1ccc(-c2ccc3c(c2)C2CC3CCN2C(=O)C(C)(C)C)cc1 (centres undefined)	3	nt	-2	16	nt	nt	-4	11
Oc1ccc(Nc2ncnc3c2oc2ccccc23)cc1	-2	-14	5	11	7	-1	-4	-1
CCCN(CCO)Cc1ccc(F)c(Br)c1	-1	9	-6	-4	5	-2	5	5
COc1ccc(-c2nnc(NC(=O)c3ccc(S(=O)(=O)N4CCCc5ccccc54)cc3)o2)cc1	26	-2	34	-7	-36	-4	11	11
COc1ccccc1NC(=O)c1ccc(NC(=O)c2ccco2)cc1	-14	1	9	9	-5	0	6	1
Cc1cn(CCC(=O)Nc2ccccc2N2CCOCC2)c2ccccc12	7	-2	18	27	5	-4	-1	-5
Nn1c(Cc2cccc3ccccc23)nnc1SCc1ccc(Cl)c(Cl)c1	8	nt	14	4	nt	nt	-4	22
Cc1cc(C)c(C)c(S(=O)(=O)N2CCN(C(=O)c3ccccc3OCc3c(C)noc3C)CC2)c1C	4	-13	5	13	-6	-4	6	-33
O=C(CNCc1ccncc1)Nc1cc(S(=O)(=O)N2CCCCC2)ccc1Cl	-7	3	4	0	7	-3	1	-9
CCCCOc1ccc(/C=N/NC(=O)c2csc(C)c2C)cc1	8	-2	15	41	-14	-5	-5	2
CN(CC(=O)Nc1ccccc1)CC(=O)Nc1ccccc1Cl	2	5	7	-5	1	-3	-1	13
COc1ccccc1N(C(=O)CNC(=O)c1ccco1)C(C(=O)NCC1CCCO1)c1ccccc1 (centres undefined)	-8	13	5	4	-3	-1	5	-2
Cc1cc(C)c2c(CN3CCCCC3)cc(=O)oc2c1	-2	43*	18	6	2	-1	-2	3
CC(C)Oc1ccc(OCCSc2nc3ccccc3n2CC(=O)O)cc1	-1	11	-20	-1	-14	-1	-10	1
N#CNC(=Nc1cccc(F)c1)SCc1ccccc1F	-8	11	-2	-15	-7	-3	-7	4
COc1ccc(NC(=O)[C@H](NC(=O)[C@@H]2Cc3ccccc3CN2)c2ccccc2)cc1	0	-17	5	-6	2	0	54	4
Cc1ccc(Cl)c(OCC(=O)NC2CCN(Cc3ccccc3)CC2)c1	-1	-8	-3	0	4	0	16	2
O=C(Nc1nnc(SCc2ccc(F)cc2)s1)C1Cc2ccccc2CN1C(=O)c1ccco1 (centres undefined)	6	11	11	-4	-4	-7	2	31
Cc1ccnc(NC(=O)CNC(=O)C23CC4CC(CC(C4)C2)C3)c1	-8	13	-5	-10	2	-6	-2	2
O=S(=O)(Nc1nc2ccc(Cl)cc2s1)c1cccs1	-18	3	-4	-2	2	-4	-14	3
COC(=O)C1=C(C(=O)OC)[C@@H]2N(Cc3ccccc3)c3ccccc3[C@@]23C[C@@H](C(=O)OC)N(C(=O)C2CCC2)C3=N1	nt	15	9	nt	-18	-5	-9	1
CCOC(=O)c1c(C)[nH]c(C(=O)OCC(=O)N2CCN(S(=O)(=O)c3ccccc3)CC2)c1C	-3	-15	8	-8	-5	-1	-2	-17
COC(=O)c1ccc(CNC(=O)[C@@H]2CCCN2S(=O)(=O)c2ccccc2F)cc1	3	7	3	-1	-2	-2	-11	-2
CC1CCc2cc(F)ccc2N1C(=O)c1cccnc1 (centres undefined)	0	3	11	-7	-5	-3	-24	7
COc1cc2cnc(-c3ccccc3)c(C(=O)c3ccc(F)cc3)c2cc1OC	0	5	14	9	-10	0	4	-11
COc1ccc(N2C(=O)CCC(C(=O)O)C2c2ccc(F)cc2)cc1 (centres undefined)	-6	-11	-8	-9	-4	9	-4	-7
O=S(=O)(CCc1ccccc1)CS(=O)(=O)CCc1ccccc1	4	nt	-5	-5	nt	nt	-3	6
Cc1nn(CC(=O)Nc2ccc(C(=O)N3CCCCC3)cc2)c(=O)c2ccccc12	2	16	-2	-8	0	-4	3	-5
Cc1ccc2cc(C)c(Sc3nnnn3-c3ccccc3)nc2c1	2	nt	6	-12	nt	nt	12	-2
COc1ccccc1C1=NC(c2ccccc2)CN1c1ccccc1 (centres undefined)	1	27	10	6	19	-4	-1	2
O=C(NC(CO)Cc1ccc([N+](=O)[O-])cc1)C(Cl)Cl (centres undefined)	3	-1	5	-8	6	-3	1	0
CC(C)CCNC(=O)C(c1ccncc1)N(CC1CCCO1)C(=O)Cn1nnc(-c2ccc(F)cc2)n1 (centres undefined)	-4	4	5	-9	-27	-1	-1	-8
CCC(=O)c1ccc(OCC(=O)Nc2nc(C)cs2)cc1	3	2	-1	10	5	-5	-3	-16
COc1ccc(CNC(=O)c2csc3c2CCCC3)cc1	8	-62	13	10	-5	-5	-12	-8
O=C1CSC(c2ccccc2F)N1c1ccccc1 (centres undefined)	10	18	-5	5	20	-4	-2	7
S=C(c1ccc(-c2ccc(Cl)cc2Cl)o1)N1CCCC1	0	18	3	-14	-4	-9	-23	11
O=C(Nc1ccc(N2CCN(C(=O)c3ccccc3)CC2)cc1)c1cccs1	-6	-9	-9	-9	0	1	3	-13
COC(=O)c1cccc(Oc2cccc(C(F)(F)F)c2)n1	0	7	10	6	7	-3	-7	0
CCc1sc(C(=O)Nc2nccs2)cc1C	-1	-2	10	2	0	-3	-29	-9
C=CCn1c(=O)c(CCC(=O)Nc2ccc(N3CCOCC3)cc2)nc2cc(C(F)(F)F)ccc21	1	17	16	-7	-5	5	-4	1
O=C(O)Cc1cn(Cc2cccc(Cl)c2)c2ccccc12	4	19	0	-8	-4	-3	-17	1
O=C(CN1CCCCC1)Nc1scc2c1c(=O)oc1ccccc12	-1	1	4	5	-14	-2	-32	-11
O=C(COC(=O)CN1C(=O)C2CCCCC2C1=O)Nc1cc(F)ccc1F (centres undefined)	-4	-35	1	4	-2	-5	-21	5
COc1ccc(CCN2CC(C(=O)NCc3ccc(F)cc3)CC2=O)cc1OC (centres undefined)	-6	-8	10	-3	13	1	4	-4
COCCNC(=O)/C(C#N)=C/c1c(N2CCN(C)CC2)nc2c(C)cccn2c1=O	-1	-13	10	-3	0	-5	3	4
COc1ccc(OC)c(CN(CCN2CCOCC2)C(=O)Nc2ccccc2)c1	0	1	2	6	3	-2	1	0
CC(=O)NC(CC(=O)OCC(=O)c1c(N)n(CC(C)C)c(=O)n(C)c1=O)c1ccccc1 (centres undefined)	3	-3	-5	-4	-1	5	35	-2
Cc1ccc2nc3c(cc(C(=O)NCCCn4ccnc4)n3C)c(=O)n2c1	-6	3	-1	-8	6	17	1	-15
COc1ccc(C(=O)Nc2ccc(S(=O)(=O)N3CCCC3)cc2)cc1[N+](=O)[O-]	-5	5	11	12	3	-6	4	0
CN(c1ncnc(N)c1[N+](=O)[O-])C1CCCCC1	4	10	9	2	11	0	-15	-4
CCOC(=O)c1[nH]c2ccc(F)cc2c1NC(=O)Nc1ccccc1OC	9	4	-2	3	-18	-2	5	-2
CCCCNc1nnc(CCn2nc(C)c(Br)c2C)s1	-9	-1	10	-10	8	-5	-1	7
CCn1c(COc2ccccc2C(N)=O)nc2ccccc21	-10	-2	-18	-5	4	-1	-6	-7
COc1cccc(-c2nc(N3CCN(C)CC3)c3ccccc3n2)c1O	11	9	-8	0	3	-1	12	-12
COC(=O)c1sc(S(=O)(=O)Oc2ccccc2NC(C)=O)c(C(=O)OC)c1C	-4	-1	2	-5	-10	-3	-5	-1
Cc1c(C)c(C)c(S(=O)(=O)NCCc2ccncc2)c(C)c1C	-6	13	3	-11	9	-4	16	-6
CCCCNc1ccc2nsnc2c1[N+](=O)[O-]	-1	2	8	9	-22	-4	-4	9
CNC(=O)c1ccc(N(Cc2ccccc2)S(C)(=O)=O)cc1	9	-7	5	4	2	1	-10	6
CCOC(=O)c1[nH]c(C)c(C(=O)NC)c1C	-5	17	3	-8	3	-4	-10	3
COc1cc(C2C(C(=O)Nc3ccc(F)cc3)=C(C)Nc3nc(CCCO)nn32)cc(OC)c1OC (centres undefined)	-2	-26	-4	-10	10	-3	-3	0

Entries from the list above containing an aryl thioether with sulfur outside any ring:
SMILES	CXCR6 inh	APJ antagonist	CCR6 antag	EBI2 block	UBC13 inh	APJ agonist	Gli-Sufu block	ATG4B inhibitor
Nn1c(Cc2cccc3ccccc23)nnc1SCc1ccc(Cl)c(Cl)c1	8	nt	14	4	nt	nt	-4	22
CC(C)Oc1ccc(OCCSc2nc3ccccc3n2CC(=O)O)cc1	-1	11	-20	-1	-14	-1	-10	1
O=C(Nc1nnc(SCc2ccc(F)cc2)s1)C1Cc2ccccc2CN1C(=O)c1ccco1 (centres undefined)	6	11	11	-4	-4	-7	2	31
Cc1ccc2cc(C)c(Sc3nnnn3-c3ccccc3)nc2c1	2	nt	6	-12	nt	nt	12	-2

Continuation:
SMILES	CXCR6 inh	APJ antagonist	CCR6 antag	EBI2 block	UBC13 inh	APJ agonist	Gli-Sufu block	ATG4B inhibitor
CCOc1ccc(N2C(=O)/C(=C/c3cccs3)N(CC(=O)OC)C2=S)cc1	9	12	6	4	-9	-4	0	11
CC12C(=O)N(Cc3ccccc3)C(=O)C1C1C=CC2C1 (centres undefined)	-3	14	6	-10	-1	2	34	11
COc1ccc(CNC(=O)COc2ccc(Br)c(C)c2)cc1	-14	16	15	24	1	-3	1	-11
Cc1ccc(N(CC(=O)N2CCCCCC2)S(C)(=O)=O)cc1Cl	2	6	17	-11	-1	-2	3	0
Cc1cc(C(=O)COC(=O)c2ccc(O)cc2)c(C)n1-c1ccccc1F	4	3	7	-9	-9	-2	-19	-6
COc1ccc(CN2CCC(C(=O)c3ccc(F)cc3)CC2)cc1	3	-2	-5	0	-2	1	20	-1
CC(C)N(Cc1nc(-c2ccc(Cl)cc2)no1)C(=O)C12CC3CC(CC(C3)C1)C2	4	10	20	27	-5	-4	-1	-10
O=C(Nc1cccc(Cl)c1)Nc1cc(S(=O)(=O)N2CCCCC2)ccc1Cl	-7	-8	6	34	-13	3	1	1
CC(=O)Nc1ccc(C(=O)COC(=O)c2cccs2)c(F)c1	0	-19	2	-8	-8	-1	-16	-1
COCCNC(=O)Cc1c(C)c2c(cc(C)c3c(C)coc32)oc1=O	0	-17	-6	-1	12	-1	4	-7
Clc1cccc(N2CCN(Cc3ccc(Br)o3)CC2)c1	-5	14	2	-5	8	-3	-2	-7
CN(Cc1ccccc1)S(=O)(=O)c1ccc2c(c1)n(C)c(=O)n2C	-4	18	-6	2	-3	3	-7	2
Cn1nnnc1SCC(=O)N1CCCc2ccccc21	0	4	-7	-5	6	3	15	16
Cc1ccc(NC(=O)CCn2nc(C)cc2C)cc1	-12	13	8	3	-3	1	7	-6
Clc1nnc2c3ccccc3ccn12	4	nt	10	-12	nt	nt	10	-3
Cc1ccc(S(=O)(=O)NCC(=O)OCCOc2ccc(Br)cc2)cc1	-5	5	3	-5	6	-2	-6	-8
COC(=O)c1c(C(C)=O)cnc2ccc(Br)cc12	11	-1	-10	-2	5	0	-8	5
CS(=O)(=O)c1ccc(NC(=O)CCCc2nc3ccccc3c(=O)[nH]2)cc1	-1	18	7	0	3	-5	-5	0
COc1cccc(-c2ncc3ccccc3c2CO)c1	-9	-3	3	-2	-2	-2	4	-11
O=C(CCC(=O)c1cccs1)OCC(=O)c1ccc(F)cc1	-8	8	-7	-15	-12	-6	10	0
Cc1c(NC(=O)C(C)OC(=O)[C@@H](NC(=O)c2ccccc2)C(C)C)c(=O)n(-c2ccccc2)n1C (some centres undefined)	-2	-14	1	-16	-1	-7	2	21
O=C(CNC(=O)c1ccc(N2C(=O)c3ccccc3C2=O)cc1)OCC(=O)c1ccc(Cl)cc1	2	0	16	-3	-3	-3	-6	3
